# ATXN viability: viability counter-screen for ATXN expression inhibitors; S2 cells (HEK-293 line with an ATXN2-luciferase reporter) viability, CellTiter-Fluor protease fluorescence, 24 h; Potency, µM (series often up to 56.7 µM), most hits filed as cytotoxic; 400,000 tested, 0.49% active; also: potency is read from the fitted curve at half-maximal effect; nearly all actives have a fitted effect of over 40% in size
# HT1080 IDH1KD tx: HT-1080 IDH1 knockdown cell toxicity (counter line). HT-1080 IDH1 knockdown viability, ATP luminescence, 48 h. Potency, µM (series often up to 46.1 µM), inactives show at the top dose activity, negative = toxicity, usual class: cytotoxic. 360,000 tested, 2% active. AID 686971;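 also: potency is read from the fitted curve at half-maximal effect; 0% = DMSO wells and -100% = cell-free medium wells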
#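 IDH1KD HT-1080 cells, 750/well, RPMI + 5% FBS; compound pinned after 2 h settling; 48 h, 37 °C; CellTiter-Glo luminescence; % activity normalised to DMSO and no-cell wells; curves fitted, classed by r2 and efficacy.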
# ATXN2 expr inh: inhibitors of ATXN2 expression. HEK-293 ATXN2-luciferase reporter, luminescence, 24 h. Potency, µM (doses to about 57 µM), for the others: top-dose activity change, negative = inhibition, hits mostly inhibitors. 360,000 tested, 0.72% active; also: potency is read from the fitted curve at half-maximal effect; % is scaled to controls: 0 for no effect and ±100 for the full control effect; nearly all actives have a fitted effect of over 55% in size
#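 ATXN2-luciferase reporter cells (luciferase flanked by upstream and downstream ATXN2 gene portions) were treated 24 h at 37 °C with compounds at up to 57 uM. SteadyGlo luminescence gave expression; GF-AFC fluorescence gave viability.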
# HT1080NT lethal: kills 2HG-producing HT-1080-NT fibrosarcoma cells; HT-1080-NT fibrosarcoma viability, CellTiter-Glo ATP luminescence, 48 h; Potency, µM (titrated, usually from 46.1 µM), for the others: top-dose activity, negative = less viability, usual class: cytotoxic; 360,000 tested, 1.6% active; AID 686970;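 also: NT is the 2HG producing partner of a matched IDH1 knockdown line; potency is read from the fitted curve at half-maximal effect; 0% = DMSO-treated cells and -100% = media-only wells without cells; nearly all actives have a fitted effect of over 55% in size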
#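 Fibrosarcoma NT cells, 750 per well in 5% FBS RPMI, were exposed to compound for 48 hours. Viability: CellTiter-Glo luminescence.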
# KB-3-1 cytotox: KB-3-1 parental cell cytotoxicity; Potency, µM (highest dose often 46.1 µM), inactives show at the top dose activity change, negative = cytotoxic, actives largely listed as cytotoxic; KB-3-1 viability, CellTiter-Glo ATP luminescence, 72 h; AID 1347075; 400,000 tested, 1.4% active; also: potency is read from the fitted curve at half-maximal effect; % is scaled to controls: 0 for no effect and ±100 for the full control effect; nearly all actives have a fitted effect of over 60% in size
#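 Parental KB-3-1 adenocarcinoma cells in phenol-red-free DMEM with 10% FBS were pin-treated with compounds at several concentrations, incubated 72 h at 37 °C, and viability read by CellTiter-Glo luminescence; concentration-effect curves were fitted after normalization.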
# MCF10A rerep: DNA re-replication induction in MCF 10a cells; MCF 10A DNA re-replication, Hoechst nuclear intensity, 48 h; Potency, µM (titrated, usually from 46.1 µM), for inactives: at the highest dose activity, positive = re-replication, most hits filed as activators; 350,000 tested, 2.9% active; AID 624296; also: potency is read from the fitted curve at half-maximal effect; % of control where 0% means no effect; nearly all actives have a fitted effect of over 50% in size
# SW480 rereplic: induces DNA re-replication in SW480 colon adenocarcinoma cells | SW480 DNA re-replication, Hoechst DNA content imaging, 48 h | Potency, µM (series often up to 46.1 µM), for inactives: at the top dose re-replication activation, actives largely listed as activators | 340,000 tested, 1.8% active; also: potency is read from the fitted curve at half-maximal effect; % of control where 0% means no effect; nearly all actives have a fitted effect of over 55% in size
#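 Hoechst fluorescence of nuclei (405 nm excitation, 500-530 nm emission) measured by plate-scanning imager after 48 hr compound exposure at 37 C; re-replication scored as increased number of nuclei with elevated intensity.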
# HepG2 viability: kills HepG2 cells in TGF-b inhibitor counter-screen. HepG2 CAGA-GFP viability, ATP luminescence, 18 h. Potency, µM (top dose mostly 46.1 µM), without a hit: at the top dose activity change, negative = cytotoxicity, hits mostly cytotoxic. 410,000 tested, 0.76% active. AID 588856; also: potency is read from the fitted curve at half-maximal effect; some results filed as inactive show a strong effect at the top dose
#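 HepG2 CAGA-GFP cells (1000/well, DMEM with 1% FBS) received compound, then TGF-beta at 500 pg/mL final, and were incubated 18 hours at 37 degrees C. Viability was read by CellTiter-Glo luminescence. Media-only wells were set as complete cell-killing and DMSO as no toxicity.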
# IL-1B inflam inh: blocks inflammasome-driven IL-1 beta release. 360,000 tested, 4.7% active. THP-1 LPS/ATP IL-1B secretion, AlphaLISA, 16 h; hits give low values. AID 743279. activity change, % at 57.5 µM; in the data active = activity change below about -50%; inconclusive = mostly about -30% to -49%; also: % is scaled to controls: 0 for no effect and ±100 for the full control effect
#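 THP-1 cells pretreated 1 hr with compounds (up to 57.5 uM final), then stimulated with LPS (250 ng/mL final) plus ATP (1.25 mM final); secreted IL-1B measured by AlphaLISA after 16 hr, decreased signal indicating inhibition.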
# An asterisk follows results filed as active; i = inactive; ? = inconclusive; . = not tested or not shown; [ ] = remark or other dose. Unless noted, calls follow the shape of the dose curve; as a rule, active = well fitted curve in the direction sought with a large enough effect; inconclusive = small, poorly fitted or top-dose-only effect, or another doubt; inactive = no such curve, though single readings can be large; an effect the other way counts as inactive or inconclusive.
SMILES,ATXN viability,HT1080 IDH1KD tx,ATXN2 expr inh,HT1080NT lethal,KB-3-1 cytotox,MCF10A rerep,SW480 rereplic,HepG2 viability,IL-1B inflam inh
O=C(OCN1C(=O)c2ccccc2C1=O)/C(=C\c1ccco1)NC(=O)c1ccccc1,i,20%,2%,5%,5%,630%[0.0737 µM],-1%,0%,-5
CN1CCN(CC(=O)Nc2ccccc2Sc2ccccc2)CC1,i,-16%,?,2%,3%,14%,-2%,-12%,?
CN(Cc1cn(Cc2cccc(C(F)(F)F)c2)nn1)C1CN(Cc2cn(Cc3cccc(C(F)(F)F)c3)nn2)S(=O)(=O)C1 (stereo unspecified),?,-6%,0%,-17%,-8%,.,.,.,?
O=C(c1ccc2ccccc2c1)c1cccc(F)c1C(=O)O,i,4%,.,-2%,-5%,.,.,-7%,12
CCN(C(=O)COC(=O)CNC(=O)C1CCCCC1)c1ccccc1,i,6%,9%,7%,13%,3%,?,-2%,-2
COCCNC(=O)c1onc(CSc2ccc(C)c(C)c2)c1C(=O)O,i,-11%,82%[activator],-1%,-13%,7%,-7%,1%,5
O=[N+]([O-])c1ccc(-c2csc(N/N=C/c3cccnc3)n2)cc1,?,9%,.,5%,1%,-3%,2%,-3%,?
COCCn1ccc2c(OCC(=O)Nc3cc(OC)ccc3OC)cccc2c1=O,i,-2%,-14%,0%,-9%,?,10%,2%,-10
CC1(NC(=O)Cc2c(Cl)cccc2Cl)CCS(=O)(=O)C1 (stereo unspecified),?,0%,0%,2%,13%,5%,3%,-12%,10
Cc1cc2nc(/C=C/c3nc4cc(C)c(C)cc4[nH]3)[nH]c2cc1C,.,-9%,.,-4%,-7%,?,23µM*,0%,3
COc1cccc(CC(=O)Nc2cc(S(=O)(=O)N3CCOCC3)ccc2OC)c1,i,-11%,3%,-12%,-3%,3%,17%,-5%,7
CON(C)c1nc(C2CCCCC2)c2cc(C)ccc2n1,?,1%,-12%,-12%,-8%,?,?,-21%,28
CCCCN(C)CCC(=O)Nc1ccc(F)c(F)c1,i,0%,-13%,0%,8%,9%,0%,9%,-6
Cn1c(SCC(=O)N2CCCC2=O)nnc1-c1ccccc1F,i,19%,14%,11%,-4%,-1%,1%,-3%,12
Cc1nn(CC(O)Cn2c3c(c4ccccc42)CCN(C)C3=O)c(C)c1Br (stereo unspecified),i,-3%,-8%,-5%,-19%,3%,-2%,-24%,-23
COCCCN(C(=O)c1ccc(-c2ccc(C(C)=O)cc2)o1)c1c(N)n(CC(C)C)c(=O)[nH]c1=O,i,9%,9%,8%,10%,-2%,-4%,-3%,8
NC(=O)c1ccc[n+](CC(=O)c2ccc(F)cc2)c1,?,19%,?,13%,1%,0%,-4%,25%,-4
CCCCNC(=S)Nc1ccc2nc(N3CCN(CC)CC3)cc(C)c2c1,i,?,-10%,-26%,-18%,?,?,-23%,?
Oc1cccc2ccc(/C=C/c3ccccc3Br)nc12,i,?,0%,?,?,?,6.5µM*,-1%,62
Cc1[nH]c2ccccc2c1C1=CN2CCS(=O)(=O)N=C2S1,i,-2%,7%,1%,8%,5%,-5%,8%,29
COc1ccc(CCNC(=O)CCNC(=O)N2CC(=O)Nc3ccccc32)cc1OC,i,-1%,-1%,2%,-3%,1%,5%,4%,58
Cc1cc(C)n2nc(SCc3cc(=O)oc4ccc5ccccc5c34)nc2n1,i,8%,-1%,9%,?,-1%,0%,-8%,0
CC1=Nc2ccccc2/C1=C/c1c(N)n2c(S(=O)(=O)CC(C)C)nsc2nc1=O,?,-15%,9%,-18%,18%,15µM*,2%,-8%,-2
Cc1ccc(/C=N/NC(=O)CNC(=O)c2ccc(C)c([N+](=O)[O-])c2)o1,i,-3%,.,-1%,6%,-8%,?,-8%,20
COCCCNC(=O)CSc1nc2cc(C(=O)NCCOC)ccc2c(=O)n1Cc1ccc2c(c1)OCO2,?,2%,.,-3%,5%,-3%,10%,0%,-17
Cc1cccc(-n2nnnc2SC(C)C(=O)NCCC2=CCCCC2)c1 (stereo unspecified),i,2%,-4%,16%,11%,3%,-10%,-22%,15
CCOc1ccc(C(C)=O)cc1CN1C(=O)NC2(CCCCC2C)C1=O (stereo unspecified),i,10%,5%,7%,0%,3%,0%,-3%,12
CC1=C(n2nnc([N+](=O)[O-])n2)C(c2cccnc2)C(C#N)=C(N)O1 (stereo unspecified),?,-21%,?,3%,3%,14%,12%,-12%,?
COc1ccc(OCC(=O)N2CCOCC2)cc1,i,14%,8%,7%,-9%,3%,0%,-33%,2
Cc1cc(-n2c(C)cc(C(=O)CSc3nc(N)cc(=O)[nH]3)c2C)no1,i,-22%,-20%,-21%,?,0%,-22%,-12%,35
CC1CCN(c2c(NCC3CCC(C(=O)N4CCCCC4)CC3)c(=O)c2=O)CC1 (stereo unspecified),i,18%,4%,0%,2%,-1%,1%,6%,-8
Cc1cnc(C(=O)Nc2cccc3ncccc23)cn1,i,8%,3%,25%,-9%,4%,-5%,-2%,-27
CC(C)(C)C(=O)Nc1ccc(Oc2ccc3c(c2)C(=O)N(c2ccc(O)cc2)C3=O)cc1,i,0%,-8%,-12%,6%,10%,-7%,12%,2
CCCN1CCC(NC(=O)Nc2ccc(F)cc2F)CC1,.,2%,.,-1%,3%,2%,-12%,7%,-23
CC1CCc2c(sc(NC(=O)c3ccccc3)c2C(=O)Nc2ccccc2)C1 (stereo unspecified),i,.,5%,.,0%,.,.,-19%,.
CC(C)N(C)C(=O)c1ccc(OC2CCN(CCc3ccccc3)CC2)cc1,?,-5%,.,0%,4%,23%,22%,0%,-13
COc1cc(C)nc(OCCNC(=O)COc2ccc(Cl)cc2C)n1,i,-7%,-2%,0%,1%,1%,7%[9.22 µM],-6%,-2
NNc1nc(-c2ccccc2)c2cc(Br)ccc2n1,i,?,-18%,-19%,17%,?,27%,-17%,-10
Cc1ccc(C)c(NC(=O)Cn2c(=O)n(-c3ccc(CC(=O)NCC4CCCO4)cc3)c(=O)c3ccccc32)c1 (stereo unspecified),?,.,-13%,.,26%,.,.,2%,.
O=C(CCNC(=O)c1ccccc1Cl)Nc1cccc(S(=O)(=O)N2CCCCC2)c1,i,-5%,-12%,2%,9%,6%,-6%,-22%,-14
CCC(C)NC(=S)N(CCc1ccccc1)Cc1cc2cc(OC)c(OC)cc2[nH]c1=O (stereo unspecified),i,-16%,-5%,-14%,-31%,6%,2%,-5%,?
CCCCCn1c(SCC(=O)c2ccccc2)nc2cc(C(=O)NCC3CCCO3)ccc2c1=O (stereo unspecified),i,11%,0%,17%,-4%,1%,-3%,-3%,13
O=C(Nc1ccc2c(c1)OCO2)Nc1ccc(F)cc1F,i,0%,35%[activator],-5%,-18%,7%,-2%,-20%,0
CC(C)CNC(=O)/C=C/c1cccs1,i,22%,44%[activator],14%,9%,-89%[inhibitor],1%,-5%,3
Cc1cc(Sc2ccc([N+](=O)[O-])cn2)ccc1Br,.,3%,-20%,-13%,-9%,2%,-8%,13%,-14

# Full records as entered above. Values in the order: ATXN viability, HT1080 IDH1KD tx, ATXN2 expr inh, HT1080NT lethal, KB-3-1 cytotox, MCF10A rerep, SW480 rereplic, HepG2 viability, IL-1B inflam inh
# Listed for Cc1cc(Sc2ccc([N+](=O)[O-])cn2)ccc1Br = ., 3%, -20%, -13%, -9%, 2%, -8%, 13%, -14
# Listed for CCCCCn1c(SCC(=O)c2ccccc2)nc2cc(C(=O)NCC3CCCO3)ccc2c1=O (stereo unspecified) = i, 11%, 0%, 17%, -4%, 1%, -3%, -3%, 13
# Listed for O=C(CCNC(=O)c1ccccc1Cl)Nc1cccc(S(=O)(=O)N2CCCCC2)c1 = i, -5%, -12%, 2%, 9%, 6%, -6%, -22%, -14
# Listed for COc1cc(C)nc(OCCNC(=O)COc2ccc(Cl)cc2C)n1 = i, -7%, -2%, 0%, 1%, 1%, 7%[9.22 µM], -6%, -2

# (cont.)
SMILES,ATXN viability,HT1080 IDH1KD tx,ATXN2 expr inh,HT1080NT lethal,KB-3-1 cytotox,MCF10A rerep,SW480 rereplic,HepG2 viability,IL-1B inflam inh
C=CCN1C(=O)c2ccc(C(=O)N(C)CC(=O)Nc3c(C)cccc3C)cc2C1=O,i,2%,3%,-4%,7%,-1%,-4%,-4%,9
O=C(N/N=C/c1c(Nc2cccc(C(F)(F)F)c2)nc2ccccn2c1=O)c1ccccc1[N+](=O)[O-],i,0%,-21%,13%,2%,-1%,-1%,-27%,39
COC(=O)C(NC(C)=O)(Nc1nc2ccc(S(C)(=O)=O)cc2s1)C(F)(F)F (stereo unspecified),i,4%,-3%,1%,6%,2%,-3%,-35%,5
COc1cccc(C2c3cc4c(cc3OC(N3CCCC3)C2C)OCO4)c1O (stereo unspecified),?,?,-14%,?,21µM*,?,?,0%,30
O=C(CN1CCN(S(=O)(=O)c2ccc(F)cc2)CC1)Nc1ccnn1C1CCCC1,i,-5%,-16%,2%,-19%,3%,1%,-2%,1
CCCS(=O)(=O)N1CCC(C(=O)N2CCc3ccccc3C2)CC1,i,3%,3%,3%,0%,3%,-4%,12%,-8
N=c1c(C(=O)NCC2CCCO2)cc2c(=O)n3ccccc3nc2n1C1CCCCC1 (stereo unspecified),.,1%,-18%,-1%,-5%,15µM*,?,-1%,-9
COc1ccc(Cl)cc1NC(=O)NCc1ccccn1,i,22%,3%,-1%,-14%,12%,-19%,-10%,-16
C=CCOC(=O)C1=C[C@H](C2CCCCC2)C[C@H](OCc2ccc(CO)cc2)O1,?,13%,-6%,10%,0%,-3%,4%,-18%,7
O=C(Oc1c(Cl)cc(Cl)c2ccccc12)N1CCCC1,?,-20%,-7%,-14%,?,14%,1%,-21%,25
COc1ccc(C2CC(=O)c3cc(-c4nc(-c5ccc(C)cc5)cs4)c(=O)[nH]c3C2)cc1 (stereo unspecified),i,.,1%,.,8%,.,.,-4%,.
